From PubChem BioAssay
L3MBTL1 inh: qHTS Assay for the Inhibitors of L3MBTL1; Potency, µM (titrated, usually from 57.1 µM), for the others: top-dose activity, negative = inhibition, usual class: inhibitors; AlphaScreen L3MBTL1–H3K9me1 peptide binding; AID 485360, 2010; 230,000 tested, 0.66% active; further: nearly all actives have a fitted effect of over 60% in size
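Displacement of a biotinylated histone H3(1-15) peptide monomethylated at Lys9 (75 nM) from L3MBTL1 (50 nM) was measured by AlphaScreen after a 30 min room-temperature compound incubation; cefsulodin titration served as intraplate control.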
TexasRed fluor: Total Fluorescence Counterscreen for Inhibitors of the Interaction of Thyroid Hormone Receptor and Steroid Receptor Coregulator 2. Potency, µM (highest dose often 106 µM), for inactives: top-dose fluorescence change, negative = quenching. AID 1479, 2009. 280,000 tested, 0.29% active. TRb/SRC2 Texas Red total fluorescence interference; active means well fitted curve in either direction with a large enough effect; inconclusive means small, poorly fitted or top-dose-only effect
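Human TRβ ligand-binding domain (0.6 uM) and Texas Red SRC2 peptide (20 nM) in Tris buffer with 1 uM T3 and 5% DMSO were incubated with pinned compound for 5 hr at ambient temperature. Total fluorescence was computed as S + 2P (555/632 nm).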
aGlu spleen mod: qHTS Assay for Inhibitors and Activators of Human alpha-Glucosidase From Spleen Homogenate; Lysosomal alpha-glucosidase (Homo sapiens), P10253; AID 2112, 2009; Potency, µM (series often up to 79.9 µM), for inactives: at the top dose activity change, negative = inhibition, actives largely listed as inhibitors; 240,000 tested, 0.006% active; human spleen homogenate, 4-MU-alpha-glucoside fluorescence;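 further: 0% = enzyme with vehicle and -100% = no enzyme basal signal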
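AC50 values come from Hill-equation fits of concentration-response data, normalized to no-enzyme and full-activity controls. Enzyme source: 1 ug human spleen homogenate; 1 mM fluorogenic 4-MU glucoside, pH 5.0 citrate buffer, 37 C, 40 min.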
GAA glycogen: qHTS Assay for Inhibitors and Activators of Human alpha-Glucosidase Cleavage of Glycogen. 300,000 tested, 0.38% active. Potency, µM (series often up to 76.4 µM), for inactives: top-dose activity change, negative = inhibition, hits mostly inhibitors. Lysosomal alpha-glucosidase (Homo sapiens), P10253. recombinant GAA, glycogen substrate, Amplex Red glucose oxidase fluorescence;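 further: 0% = full enzyme reaction and -100% = no-enzyme basal signal; the screen sought inhibitors and activators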
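Recombinant human enzyme (4 nM); glycogen substrate; 37 C, 40 min, pH 5.0. Readout: coupled glucose oxidase/Amplex Red fluorescence.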
RGS12 GoLoco inh: qHTS Assay for Inhibitors of RGS12 GoLoco Motif Activity (Red Fluorophore); Guanine nucleotide-binding protein G(i) subunit alpha-1 (Homo sapiens), P63096; 230,000 tested, 0.44% active; Gai1:RGS12 GoLoco peptide FP, rhodamine, 10 min; Potency, µM (top dose mostly 61.6 µM), for inactives: at the top dose activity, negative = inhibition, actives largely listed as inhibitors; active means well fitted inhibition curve with a large enough effect, not every such curve was filed as active; inactive means no such curve, though single readings can be large or run the other way; further: nearly all actives have a fitted effect of over 30% in size; many of its hits are not listed in these tables
Target sequence (P63096 whole entry, looked up): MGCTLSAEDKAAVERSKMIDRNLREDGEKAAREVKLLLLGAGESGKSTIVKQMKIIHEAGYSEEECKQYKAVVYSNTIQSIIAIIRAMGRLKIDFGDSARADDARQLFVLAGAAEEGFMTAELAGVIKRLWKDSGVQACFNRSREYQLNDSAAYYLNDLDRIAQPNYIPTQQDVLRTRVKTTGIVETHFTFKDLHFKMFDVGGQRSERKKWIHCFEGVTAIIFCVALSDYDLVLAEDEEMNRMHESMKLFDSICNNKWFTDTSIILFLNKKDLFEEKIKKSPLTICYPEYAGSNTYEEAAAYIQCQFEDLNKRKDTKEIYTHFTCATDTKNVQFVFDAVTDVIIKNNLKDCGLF
RECQ1 inh: qHTS Assay for Inhibitors of RecQ-Like Dna Helicase 1 (RECQ1); ATP-dependent DNA helicase Q1 (Homo sapiens), P46063; RECQ1 DNA unwinding, red fluorescence kinetic read; Potency, µM (doses to about 57.3 µM), for inactives: at the highest dose activity, negative = inhibition, usual class: inhibitors; 240,000 tested, 0.54% active;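 further: plate controls were vehicle for no effect and no enzyme for full effect; nearly all actives have a fitted effect of over 30% in size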
Target sequence (P46063 whole entry, looked up): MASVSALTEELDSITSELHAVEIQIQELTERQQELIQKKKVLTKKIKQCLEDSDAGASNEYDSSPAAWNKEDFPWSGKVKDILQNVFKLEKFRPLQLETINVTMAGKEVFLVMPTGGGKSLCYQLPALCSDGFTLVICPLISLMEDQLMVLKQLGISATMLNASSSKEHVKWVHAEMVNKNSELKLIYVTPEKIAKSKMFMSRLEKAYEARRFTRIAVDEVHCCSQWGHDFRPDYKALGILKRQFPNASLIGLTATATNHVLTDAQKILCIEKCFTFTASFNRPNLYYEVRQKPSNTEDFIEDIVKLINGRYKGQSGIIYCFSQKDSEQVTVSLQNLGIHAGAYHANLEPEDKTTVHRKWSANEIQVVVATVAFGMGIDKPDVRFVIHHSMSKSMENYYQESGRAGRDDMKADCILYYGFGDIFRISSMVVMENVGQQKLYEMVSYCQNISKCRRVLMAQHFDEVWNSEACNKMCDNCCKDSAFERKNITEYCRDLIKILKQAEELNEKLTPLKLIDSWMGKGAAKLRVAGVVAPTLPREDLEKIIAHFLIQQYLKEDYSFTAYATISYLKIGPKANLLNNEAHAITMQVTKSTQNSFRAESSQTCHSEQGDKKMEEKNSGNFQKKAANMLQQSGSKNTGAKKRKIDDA
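RECQ1T1 50 nM; forked duplex (20 bp + 30-nt ss tails) 200 nM, ATP 2 mM final; pH 8.0, 2 mM MgCl2, 2.5 ug/ml poly(dI-dC); 15 min compound preincubation; discontinuous kinetic read over 2 h at RT.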
GAA inh: qHTS Assay for Inhibitors of Human alpha-Glucosidase as a Potential Chaperone Treatment of Pompe Disease | purified human GAA, 4-MU-alpha-glucoside fluorescence | Potency, µM (highest dose often 76.9 µM), without a hit: top-dose activity change, negative = inhibition, most hits filed as inhibitors | Lysosomal alpha-glucosidase (Homo sapiens), P10253 | AID 1466, 2008 | 200,000 tested, 0.005% active;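 further: plate controls were uninhibited enzyme wells for no effect and no-enzyme background for full effect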
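Fluorescence at Ex 365/Em 440 nm from 4-methylumbelliferone reported enzyme activity after 20 min at room temperature. Reactions used 4 nM enzyme and 400 uM substrate at pH 5.0; curves fitted with the Hill equation.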
TRb SRC2 PPI: qHTS for Inhibitors of the Interaction of Thyroid Hormone Receptor and Steroid Receptor Coregulator 2. 280,000 tested, 0.065% active. AID 1469, 2008. Thyroid hormone receptor beta (Homo sapiens), P10828. TRbeta-SRC2 peptide binding, fluorescence polarization; receptor liganded with 1 µM T3. Potency, µM (highest dose often 106 µM), without a hit: top-dose activity change, negative = inhibition, usual class: inhibitors;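 further: plate controls were bound peptide for no effect and peptide without receptor for full effect; nearly all actives have a fitted effect of over 50% in size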
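A fluorescence polarization screen tested compounds at multiple concentrations against complex formation between 0.6 uM TRb ligand-binding domain and 20 nM Texas Red SRC2 peptide, with 1 uM T3 present; readout after 5 hr.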
An asterisk follows results filed as active; i = inactive; ? = inconclusive; / = not tested or not shown; & = joins results of further samples; [ ] = remark or other dose. Unless noted, the call rests on the fitted dose curve; in most records, active means well fitted curve in the direction sought with a large enough effect; inconclusive means small, poorly fitted or top-dose-only effect, or another doubt; inactive means no such curve, though single readings can be large; an effect the other way counts as inactive or inconclusive. Unless noted, on the % scale 0 is the no-effect control and ±100 the full control effect; potency means the concentration at half of the fitted maximal effect. Some of the compounds tested. The share of hits here may be higher or lower than overall.

Sample of the layout:
SMILES	L3MBTL1 inh	TexasRed fluor	aGlu spleen mod	GAA glycogen	RGS12 GoLoco inh	RECQ1 inh	GAA inh	TRb SRC2 PPI
Cc1c(C(=O)C(=O)NCCCn2ccnc2)c2ccccc2n1C	-0.1%	-1.5%	/	3.9%	-1.2%	0.1%	-1.8%	-1.6%
O=C1c2ccccc2-c2nc3ccccc3nc21	/	-4.9%	-9.2%	-5.3%	-0.1%	-13.3%	-10.1%	-8.7%
O=C(NC(=S)N1CCN(c2ccc(Cl)cc2[N+](=O)[O-])CC1)c1ccco1	-26.1%	-0.6%	6.7%	-5.4%	14.2%	-14.2%	-4.2%	5.0%
O=C(Nc1nccs1)[C@@H]1CCCN1C(=O)c1cccs1	-0.2%	-3.5%	2.0%	3.0%	3.3%	-9.0%	-7.4%	-3.6%
COc1ccc(OCC(=O)NNC(=O)c2cccc(C)c2)cc1	/	-1.5%	-0.8%	1.9%	-0.2%	1.0%	?	5.5%

Results, previewed entries included:
SMILES	L3MBTL1 inh	TexasRed fluor	aGlu spleen mod	GAA glycogen	RGS12 GoLoco inh	RECQ1 inh	GAA inh	TRb SRC2 PPI
Cc1c(C(=O)C(=O)NCCCn2ccnc2)c2ccccc2n1C	-0.1%	-1.5%	/	3.9%	-1.2%	0.1%	-1.8%	-1.6%
O=C1c2ccccc2-c2nc3ccccc3nc21	/	-4.9%	-9.2%	-5.3%	-0.1%	-13.3%	-10.1%	-8.7%
O=C(NC(=S)N1CCN(c2ccc(Cl)cc2[N+](=O)[O-])CC1)c1ccco1	-26.1%	-0.6%	6.7%	-5.4%	14.2%	-14.2%	-4.2%	5.0%
O=C(Nc1nccs1)[C@@H]1CCCN1C(=O)c1cccs1	-0.2%	-3.5%	2.0%	3.0%	3.3%	-9.0%	-7.4%	-3.6%
COc1ccc(OCC(=O)NNC(=O)c2cccc(C)c2)cc1	/	-1.5%	-0.8%	1.9%	-0.2%	1.0%	?	5.5%
Cc1cccc(NC(=S)NCc2ccc3[nH]c4c(c3c2)CCCC4)c1	-20.5%	-6.2%	1.2%	?	9.2%	-13.1%	4.6%[15.4 µM]	-2.3%
CCc1ccccc1NC(=O)CSc1nc2n[nH]c(C)c2c(=N)n1-c1cccc(OC)c1	51.9%[activator]	3.2%	-4.2%	-20.1%	46.0%[activator]	1.6%	-0.7%	0.8%
N/C(=N\OS(=O)(=O)c1ccccc1)c1cccnc1	10.3%	-3.4%	5.2%	8.5%	7.5%	-1.7%	-5.4%	-3.5%
Cn1c(-c2nonc2NC(=O)c2ccc(C(C)(C)C)cc2)nc2ccccc21	2.7%	-4.4%	-2.1%	2.5%	5.4%	-13.4%	-1.2%	1.3%
O=[N+]([O-])c1ccc2c(c1)C(N1CCOCC1)/C(=C/COc1ccc(F)cc1)O2 (centres undefined)	-4.3%	-1.1%	-4.1%	0.7%	2.0%	i	-0.6%	-5.0%
O=C(NCc1ccc(F)cc1)c1c2c(nc3ccccc13)CCN(Cc1ccccc1)C2	-14.8%	-3.5%	-6.7%	13.6%	22.1%	-7.0%	3.3%	1.9%
CCOC(=O)c1cnc2sc3c(n2c1=O)CCCC3	-4.3%	-6.1%	?	-6.0%	34.3%[activator]	i	?	-3.6%
C=CCn1c(-c2csc3ccccc23)n[nH]c1=S	/	-0.5%	-1.4%	-16.6%	9.0%	i	-15.3%	7.9%
CCCn1c(=O)c(C(=O)NNS(=O)(=O)c2ccc(C)cc2)c(O)c2ccccc21	4.0%	0.1%	-3.3%	-10.2%	-2.7%	-6.2%	-0.9%	1.6%
CC1(C)Cc2ccccc2C(N/N=C/c2cccc(F)c2)=N1	6.7%	-3.8%	-1.5%	12.8%	6.8%	-5.9%	-9.7%	-11.6%
CN(C)S(=O)(=O)c1ccc(C(=O)NCC(C)(C)N2CCOCC2)cc1	/	-1.3%	-4.4%	0.3%	-1.1%	i	/	-8.9%
O=C(CCc1ccccc1)Nc1nncs1	2.8%	-1.9%	-13.7%	-5.1%	23.5%	-3.8%	14.6%	-3.0%
COc1ccc(C(=O)CSc2nnc(C(CO)NC(=O)c3ccc(OC)cc3)n2C)cc1 (centres undefined)	2.6%	1.9%	-2.7%	7.9%	5.0%	i	-8.8%	1.7%
O=C(COC(=O)CNC(=O)c1cccc([N+](=O)[O-])c1)Nc1nc2ccccc2s1	-1.0%	0.5%	-3.0%	6.1%	16.2%	-1.7%	4.0%	-1.3%
CCCn1c(NCc2ccco2)nc2ccccc21	-6.9%	-1.1%	-0.4%	-2.8%	11.3%	-18.8%	-6.4%	-11.5%
CCOc1ccc(C(=O)N2CCN(c3ccccc3)CC2)cc1OCC	1.7%	0.5%	-0.3%	-13.9%	2.2%	-4.0%	-2.7%	2.1%
CNC(=O)c1nc(C)n(-c2cc(Cl)ccc2Cl)n1	30.2%[activator]	-6.6%	5.0%	-9.0%	16.8%	-4.4%	-2.5%	-7.6%
NCCNc1ccc([N+](=O)[O-])c(Sc2nc3ccccc3[nH]2)c1	-3.1%	-2.0%	-0.5%	3.4%	11.8%	-0.4%	?	-1.3%
O=C(NCC(=O)N(c1cccnc1)C(C(=O)NC1CCCC1)c1ccccc1)c1ccco1 (centres undefined)	/	-1.6%	-4.4%	2.4%	7.6%	-0.6%	2.9%	4.9%
COc1ccc(CC(=O)NNC(=O)CCc2ccccc2)cc1	-4.8%	-2.8%	2.1%	-9.1%	3.3%	-5.6%	15.0%	-7.2%
Cc1ccc(C(=O)N2CCN(c3cc(=O)[nH]nc3-c3ccccc3)CC2)cc1	3.0%	-4.5%	-2.2%	10.5%	-1.7%	-2.4%	1.5%	2.4%
O=C1CSC(c2ccccc2F)N1 (centres undefined)	/	-2.0%	-4.4%	2.8%	-5.6%	6.7%	/	-1.0%
Cc1nc2ccccn2c1C(=O)NC1CCCc2ccccc21 (centres undefined)	-11.1%	-1.8%	0.2%	11.8%	11.3%	-1.4%	6.4%	1.0%
O=C(CCCC(=O)OCC(=O)NC1CCCC1)Nc1ccccn1	/	-0.4%	-5.7%	1.4%	9.4%	-6.2%	?	-3.0%
COc1ccc(/C(O)=C2\C(=O)C(=O)N(CCN(C)C)C2c2cccc(OC)c2OC)cc1Cl (centres undefined)	-6.0%	3.8%	-4.8%	-3.3%	-7.5%	-17.8%	-4.6%	3.2%
O=C(NCCCCCCNC(=O)NCc1ccco1)NCc1ccco1	/	1.5%	-4.1%	7.2%	12.1%	7.5%	-2.4%	-1.9%
Cn1ncc2c1ncn1nc(COc3ccc4ccccc4c3)nc21	39.6%[activator]	-0.8%	-12.9%	-11.9%	-8.7%	-3.0%	-12.4%	-3.5%
COc1ccc(C2C3=C(CC(C)(C)CC3=O)Oc3ncn(CCO)c(=N)c32)cc1OC (centres undefined)	/	-1.4%	0.6%	4.6%	0.6%	i	-1.2%	-0.9%
CC1(C)CC2=C(CO1)C(=S)NC(c1ccccc1)N2CC1CCCO1 (centres undefined)	1.2%	-2.4%	1.1%	-4.9%	-2.9%	-4.5%	/	2.2%
Cc1ccc(NC(=O)CCC(=O)NNC(=O)/C=C/C(=O)O)c(C)c1	15.8%	-2.5%	-3.0%	5.0%	-1.6%	0.4%	0.7%	1.7%
NCCCC[C@H](NC(=O)[C@@H](Cc1ccccc1)NC(=O)[C@H](Cc1c[nH]c2ccccc12)NC(=O)[C@@H](CCCCN)NC(=O)[C@@H](Cc1c[nH]c2ccccc12)NC(=O)[C@@H](N)Cc1cnc[nH]1)C(N)=O	/	4.8%	5.6%	/	/	-4.0%	/	9.1%
CCCC(NC(=O)c1c(C)noc1C)C12CC3CC(CC(C3)C1)C2 (centres undefined)	-18.8%	-1.0%	-0.6%	14.4%	15.7%	i	12.0%	-5.4%
O=C(Nc1ccccc1)c1ccc(NCC2CCCO2)c(S(=O)(=O)N2CCOCC2)c1 (centres undefined)	31.7%	-6.6%	7.3%	-11.7%	-0.1%	i	3.2%	-2.4%
O=C(O)c1ccc(N=NN2CCCCCC2)cc1	4.5%	-1.3%	-5.4%	2.1%	-4.3%	-8.7%	2.0%	-1.6%
CC(C)CN(C(=O)CCc1ccccc1)c1c(N)n(CC(C)C)c(=O)[nH]c1=O	10.8%	-26.0%	3.4%	7.2%	-6.9%	-5.1%	-4.1%	3.9%
COc1ccccc1NC(=O)Nc1nc(-c2cccnc2)nc2ccccc12	/	1.5%&-4.6%&-1.7%	6.6%&-1.6%&0.2%	/	7.8%&4.0%	11.0%&-1.4%	/	7.5%&2.5%&3.7%
CC/C(O)=C(\C#N)c1nnc2n1CCCCC2	4.5%	-3.0%	2.7%	3.7%	1.5%	-0.3%	2.2%	-3.9%
N#C/C(=C\c1ccc(-c2ccc([N+](=O)[O-])cc2Br)o1)C(=O)N1CCN(c2ccccc2)CC1	-15.7%	0.3%	-2.7%	1.1%	-7.3%	-16.7%	-3.9%	-2.2%
COCCn1nnnc1CN1CCN(c2cccc(C(F)(F)F)c2)CC1	?	-2.7%	-4.1%	-8.6%	1.7%	-11.2%	-1.9%	-5.9%
COc1ccc(N=C2S/C(=C\c3ccco3)C(=O)N2CC(C)C)cc1	-17.9%	-0.3%	2.7%	11.3%	7.6%	-21.0%	-9.1%	2.5%
C/C(=N\NC(=O)c1cccnc1)c1ccc(-n2ccnc2)cc1	-10.4%	-6.1%	/	-12.9%	9.2%	-5.7%	-6.4%	-1.8%
